# Screening results (PubChem BioAssay)
# Lamin A splicing – changes lamin A minigene splicing in HeLa cells; HeLa LMNA splicing GFP/RFP minigene ratio, 48 h; Potency, µM (series often up to 46.1 µM), without a hit: at the highest dose ratio change, negative = inhibition, usual class: inhibitors; 0.01% of 200,000 active; active = well fitted inhibition curve with a large enough effect in the signal ratio, with a control signal flat, not every such curve was filed as active; inconclusive = small, poorly fitted or top-dose-only effect, or effect the other way, or a change in a side signal; the % refers to the signal ratio
#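 S3 HeLa stable clones carrying a lamin A-EGFP splicing minigene plus DsRed2 were seeded at 600 cells/well in Opti-MEM with 2% FBS, pin-dosed and incubated 48 h at 37°C. Acumen cytometry (488 nm) gave the GFP/RFP total-intensity ratio.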
# Starred values were filed as active, the others as inactive; ? = inconclusive; [ ] = dose if it differs, or a comment. % is scaled to controls: 0 for no effect and ±100 for the full control effect; potency is read from the fitted curve at half-maximal effect. Not all compounds are listed. The share of hits here may be higher or lower than overall.
SMILES,Lamin A splicing
COc1ccc(S(=O)(=O)N2CCN(Cc3nc4ccc(C)cc4o3)CC2)cc1OC,8%[46 µM]
Cc1csc2nc(COC(=O)c3cccc(NC(=O)COc4ccc(Cl)cc4)c3)cc(=O)n12,3%[46 µM]
CC(C)(Oc1ccc(Cl)cc1)C(=O)Nc1nnc2n1CCS2,-7%[46 µM]
CCOc1ccccc1CNC(=O)Cc1ccc(NC(=O)N2CCCCc3ccccc32)cc1,-16%[46 µM]
Cc1ccc(-c2noc(C(C)NS(=O)(=O)c3ccc(C)cc3)n2)cc1 (stereo not given),-10%[46 µM]
Cc1cc(C(=O)NCc2ccc(Cl)cc2)c2c(C)nn(-c3ccccc3)c2n1,9%[46 µM]
Cc1c(Cl)cccc1NC(=O)CSc1nc(=O)[nH]c2c1CCCC2,?
CCOc1ccc(-c2cc3c(=O)n(CC(=O)Nc4c(C)cccc4C)ccn3n2)cc1,1%[46 µM]
O=C(NCc1ccc(F)cc1)c1cnc(N2CCCCC2)c2ccccc12,19%[46 µM]
Cc1ccc(CNS(=O)(=O)c2cc(C(=O)Nc3cccc(C(F)(F)F)c3)ccc2F)cc1,?
O=C(NCc1ccccc1Cl)C(=O)NCC(c1ccc2c(c1)OCO2)N1CCOCC1 (stereo not given),-21%[46 µM]
O=C(NC1CC(=O)N(c2cccc(F)c2)C1)C(c1ccccc1)c1ccccc1 (stereo not given),2%[46 µM]
Cc1nc(S(=O)(=O)N2CCN(c3ccc(Cl)cc3)CC2)cn1C,-5%[46 µM]
Cc1ccccc1C(=O)OCc1cc(=O)n2c(C)csc2n1,-17%[46 µM]
COc1ccc(NC(=O)CCc2c(C)nn(-c3ccc(N4CCCCC4)nn3)c2C)cc1Cl,?
COc1ccc(Cc2nc3ccc(C(=O)NCCc4ccc(Cl)cc4)cc3o2)cc1,?
CCn1ccc2c(OCC(=O)Nc3ccc(C)c(Cl)c3)cccc2c1=O,?
CC(C)(C)NC(=O)c1cnn2c(C(F)F)cc(-c3ccccc3)nc12,?
CC1=C(C(=O)Nc2ccccc2C)C(c2ccco2)n2ncnc2N1 (stereo not given),-5%[46 µM]
CN1CCN(C(CNC(=O)c2ccccc2)c2ccc3c(c2)OCO3)CC1 (stereo not given),12%[46 µM]
CCc1ccc(NC(=O)c2ccc(CN3C(=O)C(C)=C(c4ccc(C)cc4)S3(=O)=O)cc2)cc1,7%[46 µM]
Cc1cccc(NC(=O)COc2cccc3c(=O)n(C)ccc23)c1C,-11%[46 µM]
O=C(COc1ccc(F)cc1)OCc1cc(=O)n2nc(C3CC3)sc2n1,-18%[46 µM]
O=C(c1cnc(N2CCOCC2)c2ccccc12)N1CCN(c2ccccc2)CC1,4%[46 µM]
Cc1ccc(C2C=C(c3ccc(Cl)cc3)Nc3nc(NC(=O)CCC(=O)O)nn32)cc1 (stereo not given),?

# Overlap with the part before: 3 entries; new compounds follow.
SMILES,Lamin A splicing
O=C(COc1ccc(F)cc1)OCc1cc(=O)n2nc(C3CC3)sc2n1,-18%[46 µM]
O=C(c1cnc(N2CCOCC2)c2ccccc12)N1CCN(c2ccccc2)CC1,4%[46 µM]
Cc1ccc(C2C=C(c3ccc(Cl)cc3)Nc3nc(NC(=O)CCC(=O)O)nn32)cc1 (stereo not given),?
COc1cccc(-n2cc(C(=O)OCc3ccc(F)c(F)c3)c3ccccc3c2=O)c1,?
CCCCN(C(=O)c1cccc(S(=O)(=O)N2CCCCC2)c1)C1CCS(=O)(=O)C1 (stereo not given),?
CCc1ccc(NC(=O)CSc2ccnc(=O)[nH]2)cc1,7%[46 µM]
Cc1ccccc1Nc1nn2c(=O)c3ccc(C(=O)NCc4ccccc4)cc3nc2s1,?
Cc1ccc(Cl)cc1N1CCN(C(=O)c2c(C)oc3ncnc(N4CCCCC4)c23)CC1,-14%[46 µM]
CCCCc1nn2c(=O)cc(COC(=O)c3ccccc3C)nc2s1,?
COc1ccc(CN(C(=O)Nc2cccc(OC)c2)C2CCN(C(C)=O)CC2)cc1,-9%[46 µM]
CCOc1cccc2cc(-c3nc(-c4ccc(Cl)cc4)c(C)s3)c(=O)oc12,?
CSC1=NC2(CCN(C(=O)NC3CCCCC3)CC2)N=C1c1ccc(C(C)(C)C)cc1,16%[46 µM]
COc1cc(Cl)c(C)cc1NC(=O)c1cnc(N2CCOCC2)c2ccccc12,?
CCCN(CCC)CCCNC(=O)C1CCN(S(=O)(=O)CC)CC1,-10%[46 µM]
O=C(OCc1cc(=O)n2nc(C3CCCCC3)sc2n1)c1ccc(F)cc1,4%[46 µM]
CC(C)C(=O)Nc1nnc(SCc2cc(=O)n3ccccc3n2)s1,-11%[46 µM]
Cc1ccc(C)c(N2CCN(C(=O)c3cc4c(=O)n(Cc5cccs5)ccc4nc3C)CC2)c1,-10%[46 µM]
COc1ccc(CC(=O)NC2CC(=O)N(c3cccc(F)c3)C2)cc1OC (stereo not given),9%[46 µM]
COc1ccc(NC(=O)C2CCN(S(=O)(=O)c3c(C)noc3/C=C/c3ccc(C)cc3)CC2)cc1Cl,15%[46 µM]
CCOC(=O)C1CCN(C(=O)c2cc3ccc4cccnc4c3[nH]2)CC1,13%[46 µM]
COC(=O)c1ccc2c(c1)N(CC(=O)Nc1ccc(C)cc1Cl)C(=O)c1ccccc1S2,-12%[46 µM]
Cc1cc(C(=O)NCCc2ccc(Cl)cc2)c2c(C)nn(-c3ccccc3)c2n1,-9%[46 µM]
CCSc1nc2c([nH]c3ccccc32)c(=O)n1CC,16%[46 µM]
COc1ccc(CCC(=O)NCc2ccc3c(c2)CCN3C(=O)c2ccc(Cl)cc2)cc1,6%[46 µM]
CCN(CCCNC(=O)c1ccc(Sc2ccc(C)cc2)c(NC(C)=O)c1)c1cccc(C)c1,-15%[46 µM]
Cc1ccc(N2CCN(C(=O)c3c(C)oc4ncnc(N5CCCCC5)c34)CC2)c(C)c1,-19%[46 µM]
CCCN(CCC)CCNC(=O)c1ccc2c(c1)NC(=O)C(CS(=O)(=O)Cc1cccc(Br)c1)N2 (stereo not given),-3%[46 µM]
Cc1ccccc1C(=O)NCC(c1ccc(N(C)C)cc1)N1CCCC1 (stereo not given),-12%[46 µM]

# Exported with bars between the fields: part of the list above
compound | Lamin A splicing
CCCCN(C(=O)c1cccc(S(=O)(=O)N2CCCCC2)c1)C1CCS(=O)(=O)C1 (stereo not given) | ?
CCc1ccc(NC(=O)CSc2ccnc(=O)[nH]2)cc1 | 7%[46 µM]
Cc1ccccc1Nc1nn2c(=O)c3ccc(C(=O)NCc4ccccc4)cc3nc2s1 | ?
Cc1ccc(Cl)cc1N1CCN(C(=O)c2c(C)oc3ncnc(N4CCCCC4)c23)CC1 | -14%[46 µM]
CCCCc1nn2c(=O)cc(COC(=O)c3ccccc3C)nc2s1 | ?
COc1ccc(CN(C(=O)Nc2cccc(OC)c2)C2CCN(C(C)=O)CC2)cc1 | -9%[46 µM]
CCOc1cccc2cc(-c3nc(-c4ccc(Cl)cc4)c(C)s3)c(=O)oc12 | ?

# (more compounds)
SMILES,Lamin A splicing
CCOc1ccc(NC(=O)c2c(C)oc3nc(C)nc(N4CCCC4)c23)cc1,-8%[46 µM]
Cc1cccc(-n2ncc3c(NC4CCCC4)ncnc32)c1,?
Cc1cccc(N2C(=O)CCSC23C(=O)N(Cc2ccc(F)cc2)c2ccccc23)c1 (stereo not given),0%[46 µM]
Cc1ccc(C)c(N2CCN(S(=O)(=O)c3ccc4c(c3)CCCN4C(=O)C3CCC3)CC2)c1,-3%[46 µM]
CCOC(=O)Cn1c(=O)n(-c2ccccc2OC)c2nc(-c3ccc(C(C)C)cc3)nc(C(N)=O)c21,?
COC(=O)c1ccccc1NC(=O)NCc1ccc2c(c1)CCN2C(=O)c1ccccc1,?
COc1ccc(OCC(=O)OCc2cc(=O)n3nc(C4CCCCC4)sc3n2)cc1,-7%[46 µM]
COCCNC(=O)c1ccc(Cn2c(SCC(N)=O)nc3ccccc3c2=O)cc1,-15%[46 µM]
O=C(C1CCN(S(=O)(=O)c2cccc3nonc23)CC1)N1CCN(c2cccc(Cl)c2)CC1,14%[46 µM]
O=C(Nc1ccc(F)c(F)c1)c1ccc(=O)n(Cc2ccc(F)cc2)c1,0%[46 µM]
CCC(=O)N1CCc2cc(Br)cc(S(=O)(=O)N3CCC(C(=O)Nc4ccc(OC)cc4)CC3)c21,1%[46 µM]
Nc1c(C(=O)c2ccc3c(c2)OCO3)sc(Nc2ccccc2F)c1S(=O)(=O)c1ccccc1,14%[46 µM]
Cc1cccc(C(=O)Nc2ccc(C(=O)OCc3cc(=O)n4nc(CC(C)C)sc4n3)cc2)c1,15%[46 µM]
CCOC(=O)c1c(C)oc2nc(C)nc(NCc3ccccc3OC)c12,-7%[46 µM]
COc1ccc(S(=O)(=O)NCCc2sc(-c3cccnc3)nc2C)cc1OC,?
CCOc1ccc(OCC)c(NC(=O)CN(C)S(=O)(=O)c2ccc3[nH]c(=O)oc3c2)c1,-8%[46 µM]
CNC(=O)C1CCC(Cn2c(=O)c3sccc3n(Cc3ccc(F)cc3)c2=O)CC1 (stereo not given),15%[46 µM]
CC(C)NC(=O)CCC(=O)N1Cc2ccccc2Oc2ncccc21,0%[46 µM]
COC(=O)c1ccccc1NC(=O)Cn1nc(C)c2nn(-c3ccc(Cl)cc3)c(C)c2c1=O,-5%[46 µM]
O=C(Nc1ccc(N2CCC(c3ccccc3)C2)c(C(=O)O)c1)c1ccc(Cl)cc1 (stereo not given),?
CCc1ccccc1NS(=O)(=O)c1ccc(NC(=O)N2CCCC2)cc1,?
CCN(CC)c1nn2c(=O)c(C(=O)NCc3ccc(OC)cc3OC)cnc2s1,4%[46 µM]
CC(C)Cc1nn2c(=O)cc(COC(=O)c3ccc4c(c3)OCO4)nc2s1,3%[46 µM]
Cc1ccc(-n2nc(C)c3c(C(=O)Nc4ccccc4C(F)(F)F)cc(C)nc32)cc1,3%[46 µM]
O=C1CSC2(C(=O)N(Cc3cccc(C(F)(F)F)c3)c3ccccc32)N1c1ccc(F)c(F)c1 (stereo not given),?

# Random excerpt: 2 records from the list
SMILES,Lamin A splicing
COCCNC(=O)c1ccc(Cn2c(SCC(N)=O)nc3ccccc3c2=O)cc1,-15%[46 µM]
CCC(=O)N1CCc2cc(Br)cc(S(=O)(=O)N3CCC(C(=O)Nc4ccc(OC)cc4)CC3)c21,1%[46 µM]

# More records.
SMILES,Lamin A splicing
COc1ccc(-n2c(/C=C/c3ccccc3F)nc3cc(OC)c(OC)cc3c2=O)cc1Cl,-5%[46 µM]
O=C(CNC(=O)c1ccccc1F)OCc1cc(=O)n2nc(C3CCCCC3)sc2n1,18%[46 µM]
O=C(COc1ccccc1)Nc1nnc(SCc2cc(=O)n3cc(Cl)ccc3n2)s1,2%[46 µM]
CCN(CC)c1ccc(C(=O)NCc2ccc3c(c2)CCN3C(=O)c2ccc(F)cc2)cc1,?
COc1ccc(NC(=O)C(=O)NCCc2csc(-c3ccc(Cl)cc3)n2)cc1OC,11%[46 µM]
Cc1ccc(Cl)cc1-n1ncc2c(NCc3ccc(F)cc3)ncnc21,?
CCOC(=O)c1c(C)[nH]c(CCC(=O)NCCCN2CCN(c3cc(Cl)ccc3C)CC2)c1C,?
CCc1ccc(NC(=O)c2nn(-c3ccc(C)cc3)c(=O)n(C)c2=O)cc1,-2%[46 µM]
Cc1ccc(C(c2sc3nc(-c4ccco4)nn3c2O)N2CCCC2)cc1 (stereo not given),18%[46 µM]
Cc1ccc(-c2cn3cccnc3n2)cc1NC(=O)Cc1ccccc1,-5%[46 µM]
COc1ccc(Cl)cc1NC(=O)C1CCCN(S(=O)(=O)c2ccc3c(c2)CCCC(=O)N3)C1 (stereo not given),4%[46 µM]
Cc1ccc(C)c(NC(=O)Cn2cnc3nc4c(cc3c2=O)CCCC4)c1,16%[46 µM]
COc1cc(CNC(=O)c2cc3n(n2)CCCN(Cc2ccc(C)cc2)C3=O)cc(OC)c1OC,5%[46 µM]
COc1ccc(-c2cn3nc(SCC(=O)Nc4ccccc4F)ccc3n2)cc1,?
COc1ccc(NC(=O)c2cc(C3CC3)nc3c2c(C)nn3-c2ccccc2)c(OC)c1,14%[46 µM]
O=C(CC(c1cccs1)N1Cc2ccccc2C1=O)Nc1ccc(F)c(F)c1 (stereo not given),13%[46 µM]
COc1ccc(NS(=O)(=O)c2ccc(-n3cccn3)cc2)cc1OC,-13%[46 µM]
COc1ccc(N2CCN(S(=O)(=O)CCNC(=O)C(c3ccccc3)c3ccccc3)CC2)cc1,5%[46 µM]
Cc1cc(C)c(S(=O)(=O)Nc2cccc(-c3cn4ccccc4n3)c2)c(C)c1,-4%[46 µM]
COc1cccc2sc(N3CCN(C(=O)CCS(=O)(=O)c4ccc(F)cc4)CC3)nc12,-25%[46 µM]
COc1ccccc1CNC(=O)c1nnn(CC(=O)Nc2c(C)cccc2C)c1N,9%[46 µM]
CC1CCCN(Cc2cn3c(-c4cccc(Br)c4)nnc3s2)C1 (stereo not given),-12%[46 µM]
COc1ccc(N2CCN(C(=O)c3cc4c(=O)n(Cc5ccco5)ccc4nc3C)CC2)cc1,2%[46 µM]
COc1ccc(NC(C)=O)cc1NC(=O)C1(c2cccs2)CCOCC1,-4%[46 µM]
Cc1ccc(-n2ncc(C(=O)N3CCN(c4ccccc4F)CC3)c2C2CCN(C(=O)OC(C)(C)C)CC2)cc1C,-4%[46 µM]
CN(C)c1ccc(NC(=O)CSC2=Nc3ccccc3C3=NC(CCC(=O)NCc4cccs4)C(=O)N23)cc1 (stereo not given),-20%[46 µM]

# Structural class, the compounds so far with a tert-butyl group
SMILES,Lamin A splicing
CC(C)(C)NC(=O)c1cnn2c(C(F)F)cc(-c3ccccc3)nc12,?
CSC1=NC2(CCN(C(=O)NC3CCCCC3)CC2)N=C1c1ccc(C(C)(C)C)cc1,16%[46 µM]
Cc1ccc(-n2ncc(C(=O)N3CCN(c4ccccc4F)CC3)c2C2CCN(C(=O)OC(C)(C)C)CC2)cc1C,-4%[46 µM]
